# Screens as filed in PubChem.
# TcdB inh: TcdB glycohydrolase inhibition; P18177; TcdB glycohydrolase enzymatic assay, plate reader; inhibition, % at 9.99 µM; 350,000 tested, 0.24% active; AID 652162; in the data active = inhibition above about 10%
# BoNT-A LC inh2: inhibitors of Botulinum neurotoxin A light chain protease | inhibition, % at 10 µM | AID 588499 | multiplex microsphere protease substrate cleavage, flow cytometry | 360,000 tested, 0.17% active; also: plate controls were buffer without enzyme for full effect and enzyme alone for no effect
# Y pestis TopoI: Y. pestis Topo-I inhibition via cleavage products. Y. pestis Topo-I cleavage product accumulation, plate reader. 360,000 tested, 0.064% active. activity, % at 10 µM; in the data active = activity above about 50%, passing the limit was not always enough; also: inactives centre near 2
# PrPC surface inh: inhibitors of human cell surface prion protein PrPC; P04156; TR-FRET read-out; inhibition, % at 13.8 µM; 370,000 tested, 0.43% active; AID 720596; in the data active = inhibition above about 24%; also: 0% = median of the test wells and 100% = reference compound wells
# Vc quorum ag: inducers of Vibrio cholerae quorum light production without autoinducers | 350,000 tested, 0.16% active | activation, % at 18.7 µM | V. cholerae BH1578 lux reporter, luminescence, 6 h; in the data active = activation mostly above about 9.7%, no sharp cut-off; also: not every result past the cut was called active; inactives centre near 0; reference of the scale not given here
# PriA SSB inh: K. pneumoniae PriA-SSBct interaction inhibition | AlphaScreen SSBct-PriA binding, biotinylated peptide | inhibition, % at 33 µM | 430,000 tested, 0.6% active; in the data active = inhibition mostly above about 37%, no sharp cut-off; inactive = mostly below about 20%;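 also: plate controls were negative control peptide for no effect and reference peptide for full effect; strong numbers were not always called active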
# Anthrax LF prot: blocks Bacillus anthracis lethal factor protease. multiplex microsphere protease cleavage assay, LF. inhibition, % at 10 µM. 360,000 tested, 0.12% active; also: plate controls were buffer without enzyme for full effect and enzyme alone for no effect
# Target sequence (P15917 whole entry, looked up): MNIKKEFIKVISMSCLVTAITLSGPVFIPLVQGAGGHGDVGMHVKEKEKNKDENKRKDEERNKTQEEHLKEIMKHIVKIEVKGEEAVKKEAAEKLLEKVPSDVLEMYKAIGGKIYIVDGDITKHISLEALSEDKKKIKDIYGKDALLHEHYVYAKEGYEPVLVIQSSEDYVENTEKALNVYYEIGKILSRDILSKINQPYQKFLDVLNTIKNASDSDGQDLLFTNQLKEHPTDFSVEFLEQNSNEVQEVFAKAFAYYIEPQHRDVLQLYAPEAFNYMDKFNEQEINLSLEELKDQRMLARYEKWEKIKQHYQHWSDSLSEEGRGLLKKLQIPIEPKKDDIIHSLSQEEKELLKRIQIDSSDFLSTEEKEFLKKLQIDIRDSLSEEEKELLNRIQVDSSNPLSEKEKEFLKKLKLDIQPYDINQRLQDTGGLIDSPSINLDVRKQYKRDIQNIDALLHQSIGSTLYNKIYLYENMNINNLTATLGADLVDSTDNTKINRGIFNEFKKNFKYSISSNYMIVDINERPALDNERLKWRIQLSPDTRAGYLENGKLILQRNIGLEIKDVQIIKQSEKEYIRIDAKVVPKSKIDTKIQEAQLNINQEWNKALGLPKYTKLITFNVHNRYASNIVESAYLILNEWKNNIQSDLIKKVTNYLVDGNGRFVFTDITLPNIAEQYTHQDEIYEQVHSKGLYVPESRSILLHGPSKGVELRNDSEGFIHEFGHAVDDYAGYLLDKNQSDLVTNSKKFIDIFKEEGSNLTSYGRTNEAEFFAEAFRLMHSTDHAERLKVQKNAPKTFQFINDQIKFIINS
# SARS 3CLpro inh: SARS-CoV 3CLpro protease inhibition; AID 1706; recombinant SARS-CoV 3CLpro, quenched FRET peptide cleavage; 290,000 tested, 0.14% active; inhibition, % at 6 µM; P0C6X7; in the data active = inhibition above about 12%
# PfHsp40 yeast: compounds rescuing yeast from Plasmodium falciparum HSP40 toxicity; S. cerevisiae expressing PfHsp40, growth rescue, ATP luminescence; growth rescue, % at 12.5 µM; 340,000 tested, 0.68% active; AID 504582; in the data active = growth rescue above about 28%, passing the limit was not always enough;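 also: yeast W303a lacking pdr1 and pdr3 grown in galactose medium; growth measured after three days at 30 °C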
# * = called active by the depositor; i = inactive; · = not tested or not shown; & = joins results of further samples. Rule as the data show it, unless noted: active = inhibition above about 30%; inconclusive = no clear call, values can overlap the other calls; inactive = below that.
SMILES,TcdB inh,BoNT-A LC inh2,Y pestis TopoI,PrPC surface inh,Vc quorum ag,PriA SSB inh,Anthrax LF prot,SARS 3CLpro inh,PfHsp40 yeast
CCOc1ccc(Br)cc1S(=O)(=O)Nc1ccc(C(=O)OCC(=O)Nc2ccc(C#N)cc2)cc1,0.1,0.0,-15,-2,-0.3,-9,3,2,1.5
CCOC(=O)N1CCN(C(=O)c2ccc3c(=O)n(Cc4ccccc4)c(=S)[nH]c3c2)CC1,·,0.1,2,5,0.8,-1,-1,-1,2.7
COc1ccc2c(CN3CCCCC3)cc(=O)oc2c1,0.8,-0.9,·,-10,·,·,-2,·,·
Nc1cc(=O)[nH]c(SCC(=O)NNC(=O)Cc2ccccc2)n1,1.1,-0.4,8,-5,0.2,-5,-1,5,-0.5
CC(Oc1ccc(C(C)(C)C)cc1)c1ccnc2nc(/N=C/N(C)C)nn12 (stereo unspecified),·,-1.4,27,9,-0.3,·,-1,3,-0.1
COc1cc(/C=C/CO)ccc1O[C@@H]1O[C@H](CO)[C@@H](O)[C@H](O)[C@H]1O,0.2,0.0,4,-1,-0.5,-3,0,·,0.4
Cc1ccccc1NC(=O)COC(=O)c1cc(S(=O)(=O)N2CCOCC2)ccc1C,-1.1,2.8,3,-1,2.1,3,-5,·,2.5
Cc1noc(C)c1C(=O)OC(C)C(=O)Nc1ccc(C(N)=O)cc1 (stereo unspecified),1.1,·,5,-10,i,0,·,·,-1.7
Cc1ccc(NS(=O)(=O)c2ccc3c(c2)CCC(=O)N3)cc1C,1.1&0.4,-0.5&-0.5,6&3,0&7,-0.3,1,-5&-2,0,0.1
CC1(C)Cc2c(sc(/N=C/N3CCCCC3)c2C#N)C(C)(C)N1,-0.4,0.7,-7,-3,i,·,0,-5,-0.6
CCN=C1SC(C(=O)Nc2ccccc2)CC(=O)N1CC (stereo unspecified),·,-0.4,8,-1,1.5,2,1,-1,0.5
Cc1ccc(OCC(=O)c2c[nH]c3ccccc23)c([N+](=O)[O-])n1,-0.3,0.0,0,-9,1.9,6,2,0,-0.2
COc1cc(/C=N/NC(=O)c2ccc(CN3C(=O)c4cccc5cccc3c45)cc2)cc(OC)c1O,-2.9,1.3,6,-1,-0.3,·,4,-3,-0.3
COc1ccc(CCNC(=O)CSc2nc(C)cs2)cc1,1.2,-0.4,0,1,-0.3,-12,-1,-2,-0.9
COc1ccc(NC(=O)CSc2nnc(CNC(=O)COc3ccc(Cl)cc3)o2)cc1,0.0,0.5,7,6,i,-20,0,3,-0.2
c1ccc(COc2ccc(OCCCCN3CCCCC3)cc2)cc1,·,-0.1,-8,2,i,0,-2,-2,0.5
Cc1noc(C)c1CSCC(=O)N(C)CC(=O)Nc1ccc(Cl)cc1,4.7,-0.7,-5,3,2.9,-34,0,1,-0.9
COc1cccc(OCc2cc(/C=N/n3cncn3)ccc2OC)c1,1.6,-3.1,-12,2,0.6,i,-6,0,0.1
O=C(/C=C/c1ccccc1[N+](=O)[O-])NCCN1C(=O)S/C(=C\c2ccc(F)cc2)C1=O,-0.1,-0.2,-11,-2,i,4,-1,1,-1.3
COC(=O)C1=C(c2ccc(OC(F)(F)F)cc2)C[C@@H]2CC[C@H]1N2C(=O)NCC1CC1,0.6,-0.1,32,12,0.8,0,0,·,1.4
O=C(COc1cccc2c1CCN(Cc1ccccc1)C2=O)NCc1ccco1,1.9,0.5,6,7,i,10,2,-1,1.4
COc1ccc(CCN2C(=O)C3C4CC(C5C(C(N)=O)=NOC45)C3C2=O)cc1OC (stereo unspecified),·,0.1,-1,-3,-0.5,-3,1,-2,-0.6
Cc1ccc(N(CCC#N)C(=O)CSc2nnc3ccccn23)cc1,-0.6,-0.3,4,5,i,4,-2,·,0.9
NC(=S)Nc1ccc(S(=O)(=O)c2ccc(NC(N)=S)cc2)cc1,0.2,-0.4,-3,8,i,20,-6,0,0.8
c1ccc(CNc2cncnc2)cc1,0.2,-3.8,11,-1,0.6,-15,4,0,0.5
CCc1ccc(NC(=O)COC(=O)/C=C/c2ccco2)cc1,-4.5,-0.3,17,1,i,1,-5,·,-0.4
CCOC(=O)NNS(=O)(=O)c1cc(Br)ccc1Br,0.3,-0.5,-7,9,-0.2,-13,2,3,-2.0
CCOc1ccc(N(C(=O)Cn2nnc3ccccc32)C(C(=O)NC(C)(C)CC)c2cccn2C)cc1 (stereo unspecified),·,0.4,39,1,-0.8,7,0,6,-0.7
CCOC(=O)c1oc2nc3c(cc2c1N)CCCC3,0.4,·,6,-6,0.6,6,·,3,·
Cc1nn(Cc2ccccc2)c(Cl)c1/C=C1\NC(=S)NC1=O,5.7,-0.4,3,-11,-0.9,-13,3,-1,1.0
Clc1ccc2[nH]cc(-c3nnnn3-c3ccc4ccccc4c3)c2c1,·,2.1,4,5,-0.4,1,9,7,0.0
C=CCSc1nnc(N2C(=O)C(O)=C(C(=O)c3ccco3)C2c2ccccc2F)s1 (stereo unspecified),-3.5,·,-2,5,-0.2,-2,·,2,3.3
C[C@H]1CN([C@@H](C)CO)C(=O)c2cccc(NS(=O)(=O)c3ccc(F)cc3)c2O[C@H]1CN(C)Cc1ccc(Cl)c(Cl)c1,-0.4&0.7,0.0,2,7,-0.8,-8,-1,·,7.4
CN(C)CCn1c2c(c(SCC(=O)Nc3ccc4c(c3)OCCO4)nc1=O)CCC2,-1.1,1.0,2,1,-0.3,-3,0,·,-0.5
COc1ccc(OC)c(C(=O)c2ccc(C(=O)c3cc(OC)ccc3OC)cc2)c1,-0.4,-0.9,17,5,i,-4,-4,2,0.1
CSc1ccccc1NC(=O)CCc1ccccc1,0.0,0.0,8,11,0.0,-20,1,1,-0.5
CC(C)Oc1cccc(C(=O)NC(=S)Nc2ccccc2N2CCOCC2)c1,1.1,-0.9,32,-1,-0.9,11,2,-4,2.4
O=C(CSc1ccc(-c2cccnc2)nn1)Nc1ccc(F)c(F)c1,0.4,1.2,5,9,i,-5,4,-1,-1.6
CCN(C(=O)CSc1nc(C)cc(=O)[nH]1)C1CCCCC1,0.2,-0.5,7,6,-6.2,3,-2,·,-0.5
COC(=O)N(C)C[C@H]1OCc2cnnn2CCCC(=O)N([C@H](C)CO)C[C@H]1C,0.0&-0.7,-0.2,1,7,-0.3,·,-5,·,·
Nc1nonc1-n1nnc(C(=O)N/N=C/c2ccc3c(c2)OCO3)c1CSc1ccccc1,1.6,-2.0,4,-1,-0.3,·,0,2,-0.6
CCc1cc2c(SCC(=O)Nc3ccc(Cl)cn3)ncnc2s1,2.7,2.8,-3,-4,-0.3,-1,2,-1,-0.7
CCOC(=O)c1cnc(Nc2nc3ccccc3o2)nc1C,·,4.0,3,-9,i,-14,-2,-1,-2.5
O=CN1CCN(C=O)C(O)C1O (stereo unspecified),0.9,-0.4,4,-2,i,-4,-2,·,-1.0
Cc1noc(C(F)(F)F)c1C(=O)NNC(=O)c1ccccc1,1.7,0.4,1,-7,-0.6,-16,-7,1,-1.1
C/C(=N/N1CCN(c2ccccn2)CC1)c1ccc([N+](=O)[O-])cc1,·,1.5,-8,-1,-0.4,·,0,8,-0.4
O=C(NCc1ccc2c(c1)OCO2)c1cccc(C(=O)NCc2ccc3c(c2)OCO3)c1,·,-0.1,12,7,·,2,-3,5,-0.9
O=C(O)CNS(=O)(=O)c1ccc(C2CCCCC2)cc1,-3.1,-2.5,1,-3,-0.2,4,-6,0,0.0
O=c1nc(-c2ccccc2)c2cc(Cl)ccc2[nH]1,·,0.7,2,-6,-0.4,-5&0&0,-3,-1,-1.3
COc1ccc2nc(NC(=O)CSc3nnc(C)s3)sc2c1,·,-2.5,0,2,i,-11,0,0,-1.5
# More results follow:
SMILES,TcdB inh,BoNT-A LC inh2,Y pestis TopoI,PrPC surface inh,Vc quorum ag,PriA SSB inh,Anthrax LF prot,SARS 3CLpro inh,PfHsp40 yeast
CCCNC(=O)Nc1ccccc1C(=O)Nc1ccc(OC)cc1,·,1.4,2,7,2.0,-13,-5,4,-1.0
COc1ccc(N2CCN(C(=O)c3ccc4c(=O)n5c(nc4c3)CCCCC5)CC2)cc1,1.4,0.1,32,-4,-0.2,-9,4,-4,0.1
COC(=O)c1cc(S(=O)(=O)Nc2cccc(-c3cnco3)c2)oc1C,·,-1.3,2,·,1.1,-16,6,0,0.1
Cn1cnnc1SCc1nnc(-c2ccccc2Br)o1,0.8,-0.1,1,-1,-0.9,-6,-4,5,-1.4
COc1ccc(NC(=O)c2cc(-c3cc(Cl)ccc3C)n[nH]2)cn1,0.2,-0.1,2,3,-0.7,·,-4,·,·

# 5 compounds from above, arranged by molar mass, rising:
SMILES,TcdB inh,BoNT-A LC inh2,Y pestis TopoI,PrPC surface inh,Vc quorum ag,PriA SSB inh,Anthrax LF prot,SARS 3CLpro inh,PfHsp40 yeast
O=C(O)CNS(=O)(=O)c1ccc(C2CCCCC2)cc1,-3.1,-2.5,1,-3,-0.2,4,-6,0,0.0
CCCNC(=O)Nc1ccccc1C(=O)Nc1ccc(OC)cc1,·,1.4,2,7,2.0,-13,-5,4,-1.0
COc1ccc(NC(=O)c2cc(-c3cc(Cl)ccc3C)n[nH]2)cn1,0.2,-0.1,2,3,-0.7,·,-4,·,·
COc1ccc2nc(NC(=O)CSc3nnc(C)s3)sc2c1,·,-2.5,0,2,i,-11,0,0,-1.5
COc1ccc(N2CCN(C(=O)c3ccc4c(=O)n5c(nc4c3)CCCCC5)CC2)cc1,1.4,0.1,32,-4,-0.2,-9,4,-4,0.1

# 2 entries picked at random from those above, as already listed:
SMILES,TcdB inh,BoNT-A LC inh2,Y pestis TopoI,PrPC surface inh,Vc quorum ag,PriA SSB inh,Anthrax LF prot,SARS 3CLpro inh,PfHsp40 yeast
COC(=O)c1cc(S(=O)(=O)Nc2cccc(-c3cnco3)c2)oc1C,·,-1.3,2,·,1.1,-16,6,0,0.1
Cc1ccc(OCC(=O)c2c[nH]c3ccccc23)c([N+](=O)[O-])n1,-0.3,0.0,0,-9,1.9,6,2,0,-0.2

# A portion of the library; count on the stated rates, not on these rows.
